ATXN viability = reduces viability in counter-screen for ATXN expression inhibitors. S2 cells (HEK-293 line with an ATXN2-luciferase reporter) viability, CellTiter-Fluor protease fluorescence, 24 h. Potency, µM (titrated, usually from 56.7 µM), actives largely listed as cytotoxic. 0.49% of 400,000 active. AID 651635; active = well fitted cell-killing curve with a large enough effect; inconclusive = small, poorly fitted or top-dose-only effect, or effect the other way; inactive = no such curve, though single readings can be large or run the other way; note: nearly all actives have a fitted effect of over 40% in size
Calls only; i = inactive; ? = inconclusive. Potency is the fitted concentration of half-maximal effect.

SMILES	ATXN viability
COc1ccccc1C1CN(CCNC(=O)C2=CCCC2)Cc2ccccc2O1 (stereo not drawn)	i
CN(CCO)C(=O)c1cn(C2CCCN(Cc3cc4ccccc4s3)C2)nn1 (stereo not drawn)	i
Cc1onc(-c2c(Cl)cccc2Cl)c1C(=O)N[C@H]1C(=O)N2[C@H]1SC(C)(C)[C@H]2C(=O)O	i
O=C(C(=O)N1CCOc2ccc(CN3CCN(Cc4ccccn4)CC3)cc2C1)c1ccccc1	i
CC(C)Oc1ccc(C(=O)NCC2Cc3cc(F)cc(-c4cnccn4)c3O2)cc1 (stereo not drawn)	i
CC(O)(COc1ccccc1)c1ccc2c(c1)CN(Cc1ccc3nsnc3c1)CCO2 (stereo not drawn)	i
O=C(c1noc2c1CCCC2)N1CCOc2ccc(CN3CCN(c4ccccn4)CC3)cc2C1	i
CCC1CN(CC(=O)NC(c2ccccn2)C(F)(F)F)Cc2cc(OC)ccc2O1 (stereo not drawn)	i
O=C[C@H](O)[C@@H](O)[C@H](O)[C@H](O)CO	i
COc1cccc(CNc2ncnc3sc(C(=O)N4CC5CCC4C5)c(C)c23)c1OC (stereo not drawn)	i
COc1cccc(CNC(=O)c2cnn(-c3ncc4c(n3)-c3ccccc3CCC4)c2C)c1OC	i
COc1ccc(CN2CCCC(n3cc(C(=O)NC4CCCC4)nn3)C2)c(O)c1 (stereo not drawn)	i

Sorted by formula weight (ascending): some entries from above.
SMILES	ATXN viability
COc1ccc(CN2CCCC(n3cc(C(=O)NC4CCCC4)nn3)C2)c(O)c1 (stereo not drawn)	i
CC(C)Oc1ccc(C(=O)NCC2Cc3cc(F)cc(-c4cnccn4)c3O2)cc1 (stereo not drawn)	i
CCC1CN(CC(=O)NC(c2ccccn2)C(F)(F)F)Cc2cc(OC)ccc2O1 (stereo not drawn)	i
COc1cccc(CNc2ncnc3sc(C(=O)N4CC5CCC4C5)c(C)c23)c1OC (stereo not drawn)	i
Cc1onc(-c2c(Cl)cccc2Cl)c1C(=O)N[C@H]1C(=O)N2[C@H]1SC(C)(C)[C@H]2C(=O)O	i
O=C(C(=O)N1CCOc2ccc(CN3CCN(Cc4ccccn4)CC3)cc2C1)c1ccccc1	i
O=C(c1noc2c1CCCC2)N1CCOc2ccc(CN3CCN(c4ccccn4)CC3)cc2C1	i

More structures follow.
SMILES	ATXN viability
Cc1cc(C)n(-c2ccc(C(=O)NCC3Cc4cc(-c5cnccn5)ccc4O3)cc2)n1 (stereo not drawn)	i
COCc1c(C(=O)NC2CCCCC2)cnn1-c1nccc(-c2ccccc2OC)n1	i
CCS(=O)(=O)NCc1c(C)ncc2c1CCN(C(=O)c1ccc(F)cc1)C2	i
COC(=O)[C@@H]1CCCN1C(=O)c1c(OC)cc(=O)n2c1CCN(Cc1c(C)[nH]c3ccccc13)CC2	i
Cc1cc(CNC(=O)c2cnn(-c3nccc(-c4cc(C)sc4C)n3)c2C2CC2)on1	i
CCN(Cc1ccncc1)Cc1ccc2c(c1)CN(C(=O)c1ccc(C)cc1)CCO2	?
Cc1cnc(-n2ncc(C(=O)NCCc3cccnc3)c2C)nc1-c1cccs1	i
Cc1nn(-c2ccccc2)c(C)c1CC(=O)NCC1Cc2cc(-c3cncnc3)ccc2O1 (stereo not drawn)	i
COC(C)=O	i
CCC1CN(CCNC(=O)c2ccc3c(c2)OCO3)Cc2cc(OC)ccc2O1 (stereo not drawn)	i
O=C(/C=C\c1ccc(O)c(O)c1)O[C@@H]1C[C@](O)(C(=O)O)C[C@@H](O)[C@@H]1O	i
O=C(O)CNC(=O)[C@@H](CS)Cc1ccccc1	i
Cc1ccc(CN2CCC(=O)N(Cc3ccccn3)CC2)c(C)c1	i
Cc1cc(C)n(-c2cccc(C(=O)NCC3Cc4cc(Cl)cc(-c5cnccn5)c4O3)c2)n1 (stereo not drawn)	i
Cc1nc2cc(NC(=O)[C@@H]3C[C@@H](Sc4ccccn4)CN3Cc3ccccc3)ccc2s1	i
O=C(NCc1ccccn1)c1cnn(-c2ncc3c(n2)-c2ccccc2CC3)c1C1CC1	i
CCN(Cc1ccncc1)Cc1ccc2c(c1)CN(C(=O)c1ccc(C#CC(C)(C)O)o1)CCO2	i
Cc1cc(-c2ccnc(-n3ncc(C(=O)NCC4CCCN(C)C4)c3C3CC3)n2)c(C)s1 (stereo not drawn)	i
O=C(NCCc1ccccn1)C1CC12CCN(C(=O)c1cccc(C(F)(F)F)c1)CC2 (stereo not drawn)	i
COC(=O)c1ccccc1-c1cc(C)cc2c1OC(CNC(=O)c1occc1C)C2 (stereo not drawn)	i
COCc1c(C(=O)N2CCN(C3CCCC3)CC2)cnn1-c1nccc(-c2cc(C)sc2C)n1	i
Cc1cccc(CNC(=O)c2cnn(-c3nccc(-c4cccs4)n3)c2C(C)C)n1	?
CC1CN(CC(=O)N2CCN(Cc3nccn3C)CC2)Cc2cc(Cl)ccc2O1 (stereo not drawn)	i
COc1ccc(CN(C)CCn2cc(C(=O)N3CCSCC3)nn2)cc1C	i
Cc1cccc2cc(CNCCCN3CCCC3=O)c(N3CCN4CCCC4C3)nc12 (stereo not drawn)	?
CCC1CN(CCNC(=O)c2ccccc2-n2cccn2)Cc2cc(OC)ccc2O1 (stereo not drawn)	i
c1cncc(OC2CCN(Cc3ccc4c(c3)CN(Cc3ccc5c(c3)CCO5)CCO4)CC2)c1	i
O=C(NCCc1nnc2n1CCN(Cc1c(F)cccc1F)CC2)c1ccc(F)cc1	i
COc1cc(-c2ccc(Cl)cn2)cc2c1OCCN(C(=O)c1ccccc1-n1cccn1)C2	i
C=C[C@]1(C)C[C@@H](OC(=O)CO)[C@]2(C)[C@H](C)CC[C@]3(CCC(=O)[C@H]32)[C@@H](C)[C@@H]1O	i
O=C(CCc1c[nH]c2ccccc12)N1CCC(n2c(C3CCCO3)nc3cc(C(F)(F)F)ccc32)CC1 (stereo not drawn)	i
CC(C)(C)NC[C@H](O)c1ccc(O)c(CO)c1	i
CN1C(=O)CC(CC(=O)N2CCCCC2CCO)(c2cccc(F)c2)C1=O (stereo not drawn)	i
CC(=O)c1ccc(F)c(-c2cc(C)cc3c2OC(CNC(=O)Cc2c[nH]c4ccccc24)C3)c1 (stereo not drawn)	?
NCCCC[C@H](NC(=O)[C@@H]1CCCN1C(=O)[C@@H]1CSSC[C@H](N)C(=O)N[C@@H](Cc2ccccc2)C(=O)N[C@@H](Cc2ccccc2)C(=O)N[C@@H](CCC(N)=O)C(=O)N[C@@H](CC(N)=O)C(=O)N1)C(=O)NCC(N)=O	i
C[C@@H]1C(=O)O[C@@H]2C[C@]34[C@H]5C[C@@H](C(C)(C)C)[C@@]36[C@@H](OC(=O)[C@@H]6O)O[C@@]4(C(=O)O5)[C@@]12O	i
C[C@@H]1O[C@H](O[C@@H]2[C@@H](Oc3cc(O)c4c(c3)O[C@H](c3ccc(O)cc3)CC4=O)O[C@@H](CO)[C@@H](O)[C@H]2O)[C@@H](O)[C@H](O)[C@@H]1O	i
CCCCCCC(=O)O[C@H]1CC[C@H]2[C@@H]3CCc4cc(O)ccc4[C@H]3CC[C@]12C	?
C=C1CC[C@H](O)C/C1=C/C=C1\CCC[C@]2(C)[C@H]1CC[C@H]2[C@@H](C)CCCC(C)C	i
COc1ccc(CN2CCCC(c3nc(-c4ccncc4)ncc3-c3ccccc3)C2)cc1OC (stereo not drawn)	i
COc1ccc(N2C(=O)[C@@H]3C[C@H]2CN3Cc2cccn2-c2ccc(Cl)cn2)c(C)c1	i
CC(C)(C)CC(C)(C)c1ccc(OCOCCOCCO)c(Cc2cc(C(C)(C)CC(C)(C)C)cc(Cc3cc(C(C)(C)CC(C)(C)C)ccc3OCOCCOCCO)c2OCOCCOCCO)c1	i
Cc1ncc2c(c1CNC(=O)c1cncs1)CCN(C(=O)c1ccc(C(C)(C)C)cc1)C2	i
CCN(CC)CCOC(=O)c1ccc(N)cc1Cl	i
COc1ccc2ccccc2c1CN1CCc2nnc(CNC(=O)c3cccc(F)c3)n2CC1	i
Cc1ncc2c(c1CNC(=O)c1ccc3c(c1)OCO3)CCN(C(=O)c1cnsn1)C2	?
CNCC[C@H](Oc1ccccc1OC)c1ccccc1	i
CC(=O)c1ccccc1-c1ccc2c(c1)CC(CNC(=O)C[C@@H]1C[C@@H](C)NC(=S)N1)O2 (stereo partly drawn)	?
COc1cc2nc(N3CCCC(O)C3)c(CNCc3ccccc3F)cc2c(OC)c1OC (stereo not drawn)	i
COc1ccc(O)c(CN2CCOc3c(cc(-c4cccc(OC)n4)cc3OC)C2)c1	i
COCc1c(C(=O)N2CC3CCC2C3)cnn1-c1nccc(-c2ccccc2OC)n1 (stereo not drawn)	i
CCCS(=O)(=O)NCc1c(C)ncc2c1CCN(C(=O)c1c(F)ccc(F)c1F)C2	?
CC12CC[C@@H]3c4ccc(OS(=O)(=O)O)cc4CC[C@H]3C1CCC2=O (stereo partly drawn)	i
Cc1cccc2c(Nc3ccc4c(c3)OCO4)nc(CN3CCC(N4CCCCC4)CC3)nc12	?
Cc1c(C(=O)NCCCc2ccncc2)cnn1-c1nccc(-c2ccccc2F)n1	i
Cc1ncc2c(c1CNS(=O)(=O)N(C)C)CCN(C(=O)/C=C/c1ccccc1F)C2	i
COc1cccc(-c2ccnc(-n3ncc(C(=O)NCC4(N5CCCCC5)CCCC4)c3C)n2)c1	i
CCn1cc(CN2CCOc3ccc(C(O)C4CCCCC4)cc3C2)c(C)n1 (stereo not drawn)	i
COc1ccc(CCNc2ncnc3sc(C(=O)N(C)C)c(C)c23)cc1OC	i
Cc1ccn(CCC(=O)N2CCOc3ccc(C(O)C4CCCCC4)cc3C2)n1 (stereo not drawn)	i

Reprinted at random: two records from the list, in no set order.
SMILES	ATXN viability
Cc1cccc2cc(CNCCCN3CCCC3=O)c(N3CCN4CCCC4C3)nc12 (stereo not drawn)	?
Cc1cc(C)n(-c2ccc(C(=O)NCC3Cc4cc(-c5cnccn5)ccc4O3)cc2)n1 (stereo not drawn)	i

Next results.
SMILES	ATXN viability
CC(=O)OCC1=C(C(=O)O)N2C(=O)[C@@H](NC(=O)Cc3cccs3)[C@@H]2SC1	i
CSc1ccccc1C(=O)NCC1Cc2cc(F)cc(-c3cnccn3)c2O1 (stereo not drawn)	i
C[C@]1(OC(=O)/C=C\c2ccccc2)C[C@@H](O)[C@@]2(O)C=CO[C@@H](O[C@H]3O[C@@H](CO)[C@@H](O)[C@@H](O)[C@@H]3O)[C@H]21	i
COc1ccc2c(c1)CCc1cnc(-n3ncc(C(=O)NCc4cccnc4)c3C3CC3)nc1-2	?
CSc1nnc(CCNC(=O)c2ccc(-c3cccc(F)c3)cc2)n1-c1ccc(F)cc1	i
CC(=O)Nc1ccc(C(=O)N2CCCC(n3cc(C(=O)NCC(C)C)nn3)C2)cc1 (stereo not drawn)	i
Cc1nc2cc(NC(=O)[C@@H]3C[C@@H](Sc4ccccn4)CN3Cc3cccc(Cl)c3)ccc2s1	i
CC[C@@H]1OC(=O)[C@H](C)[C@H](O[C@@H]2C[C@](C)(OC)[C@H](O)[C@H](C)O2)[C@H](C)[C@H](O[C@@H]2O[C@@H](C)C[C@@H](N(C)C)[C@@H]2O)[C@](C)(O)C[C@H](C)[C@@H]2N[C@H](COCCOC)O[C@H]([C@@H]2C)[C@]1(C)O	?
Cc1ccsc1C1Cc2c(C(=O)NCc3cccnc3)c(=O)cc(C)n2-c2ccccc2S1 (stereo not drawn)	i
COCc1c(C(=O)N2CCCCCC2)cnn1-c1nccc(-c2cccs2)n1	i
O=C(NC1CCC(n2cc(C(=O)NC3CC3)nn2)CC1)C(=O)c1ccccc1 (stereo not drawn)	i
COc1ccccc1C(=O)N[C@@H]1c2ccccc2C2(CCN(Cc3c(O)cccc3OC)CC2)[C@H]1O	i
Cc1ccc(/C(=C\CN2CCCC2)c2cccc(/C=C/C(=O)O)n2)cc1	i
CCC[C@@H]1C[C@@H](C(=O)N[C@@H]([C@H]2O[C@H](SC)[C@H](OP(=O)(O)O)[C@@H](O)[C@H]2O)[C@H](C)Cl)N(C)C1	i
CC(=O)O[C@H]1C[C@H]2CC[C@@H]3[C@@H](CC[C@]4(C)[C@H](OC(C)=O)[C@H]([N+]5(C)CCCCC5)C[C@@H]34)[C@]2(C)C[C@H]1[N+]1(C)CCCCC1	i
Cc1c(N)nc([C@H](CC(N)=O)NC[C@H](N)C(N)=O)nc1C(=O)N[C@H](C(=O)N[C@H](C)[C@@H](O)[C@H](C)C(=O)N[C@H](C(=O)NCCc1nc(-c2nc(C(=O)NCCCCN=C(N)N)cs2)cs1)[C@@H](C)O)[C@@H](O[C@@H]1O[C@@H](CO)[C@@H](O)[C@H](O)[C@@H]1O[C@H]1O[C@H](CO)[C@@H](O)[C@H](OC(N)=O)[C@@H]1O)c1cnc[nH]1	?
O=C(NCCc1nnc2n1CCN(Cc1c(F)cccc1F)CC2)c1ccco1	i
CCn1c(-c2cccnc2)nc2cc(NC(=O)COC)cc(C(=O)N3CCOc4ccccc4C3)c21	i
COc1cccc(-c2ccc(O)c(CNCc3cccc4ccccc34)c2)n1	i
COc1ccccc1CCNCc1cc2cccc(C)c2nc1-c1cccs1	i
Cn1c2ccccc2c2cc(C(=O)N3CCOc4ccc(C(C)(O)CCn5cccn5)cc4C3)ccc21 (stereo not drawn)	i
COc1ccc(-n2c(CNC(=O)c3cccc(OC)c3OC)nnc2SC)cc1	i
CC(=O)O[C@H]1C[C@@H]2CC[C@@H]3[C@H](CC[C@@]4(C)[C@H]3C[C@H](N3CC[N+](C)(C)CC3)[C@@H]4OC(C)=O)[C@@]2(C)C[C@@H]1N1CC[N+](C)(C)CC1	i
Cc1cccc2c(N3CCCC3)nc(CNS(=O)(=O)c3ccccc3Cl)nc12	i
Cc1ccc(C(=O)Nc2cccc(-c3nc(CNC(=O)c4ccccc4-n4cccn4)c(C)o3)c2)s1	?
CC(C)C(=O)NC(C)c1nnc2n1CCN(Cc1cccc3ncccc13)CC2 (stereo not drawn)	i
COC(=O)c1ccccc1C(=O)NCC1Cc2cc(-c3nc(C)cnc3C)ccc2O1 (stereo not drawn)	i
Cn1cc(CNC2CCN(c3cccc(NC(=O)c4cccnc4)c3)CC2)cn1	i

These rows are one share of the data. The share of hits here may be higher or lower than overall.
